Bioassay records: PubChem, several laboratories
GC-B act: GC-B (human) receptor activation; HEK293-GC-B cells, CNP EC30, cGMP TR-FRET; 0% at EC30 CNP, 100% saturating CNP; activation, % at 10 µM; 370,000 tested, 0.11% active; AID 1920062;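 active = activation at 10 µM reaching about 35% in either raw or pattern-adjusted values, limit read from the data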
Target sequence (P20594 whole entry, looked up): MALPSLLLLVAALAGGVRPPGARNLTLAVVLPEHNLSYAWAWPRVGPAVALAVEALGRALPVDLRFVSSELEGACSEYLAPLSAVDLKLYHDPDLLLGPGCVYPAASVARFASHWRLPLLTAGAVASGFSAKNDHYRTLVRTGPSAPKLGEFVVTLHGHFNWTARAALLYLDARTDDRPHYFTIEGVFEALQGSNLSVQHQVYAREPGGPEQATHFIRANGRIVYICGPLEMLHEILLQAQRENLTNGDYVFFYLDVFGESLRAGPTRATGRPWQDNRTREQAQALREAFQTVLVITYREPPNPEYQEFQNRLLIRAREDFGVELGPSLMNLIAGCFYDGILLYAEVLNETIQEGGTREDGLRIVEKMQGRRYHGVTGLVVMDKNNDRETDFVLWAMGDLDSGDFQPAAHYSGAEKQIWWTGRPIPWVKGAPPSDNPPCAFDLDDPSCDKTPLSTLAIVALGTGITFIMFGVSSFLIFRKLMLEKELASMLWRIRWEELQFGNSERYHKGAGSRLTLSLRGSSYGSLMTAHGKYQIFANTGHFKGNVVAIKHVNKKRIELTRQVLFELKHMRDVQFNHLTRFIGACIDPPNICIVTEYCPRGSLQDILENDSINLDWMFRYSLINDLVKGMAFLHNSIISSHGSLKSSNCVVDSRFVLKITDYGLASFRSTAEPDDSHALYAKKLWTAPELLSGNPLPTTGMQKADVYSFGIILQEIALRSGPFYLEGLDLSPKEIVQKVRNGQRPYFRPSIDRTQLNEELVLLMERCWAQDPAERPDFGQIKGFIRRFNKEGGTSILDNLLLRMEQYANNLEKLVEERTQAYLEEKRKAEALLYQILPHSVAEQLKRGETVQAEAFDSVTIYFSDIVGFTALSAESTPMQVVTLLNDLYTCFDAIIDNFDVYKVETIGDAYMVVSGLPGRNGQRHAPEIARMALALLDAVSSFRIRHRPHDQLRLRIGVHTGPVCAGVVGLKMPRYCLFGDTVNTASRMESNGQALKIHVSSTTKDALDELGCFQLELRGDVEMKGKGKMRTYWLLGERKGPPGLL
ADAM10 inh: inhibits human ADAM10. O14672. recombinant ADAM10, EDANS/DABCYL FRET peptide cleavage, 3 h. inhibition, % at 7 µM. 370,000 tested, 0.62% active. AID 720582;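 active = inhibition above a per-campaign cutoff equal to the mean of compounds falling between control-based bounds plus 3 SD, cut at about 20% in these data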;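 note: 0% = DMSO wells while the 100% control is not disclosed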
DAX1 inh-1: blocks DAX1 repression of SF-1 activated StAR promoter; HEK293T StAR-luciferase reporter, SF-1/DAX-1 repression relief; inhibition, % at 6.8 µM; 370,000 tested, 1.1% active; AID 652010;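 active = inhibition above the mean over all tested compounds plus 3 SD, cut at about 3.6% in these data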;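 note: 0% = DAX-1 cells with DMSO and 100% = cells lacking DAX-1 with DMSO; higher inhibition means more luminescence from relief of DAX-1 repression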
SMARCA2 act: increases SMARCA2 function in MMTV reporter cells; MG213 cells, MMTV-luciferase reporter, dexamethasone, overnight; activation, % at 9.1 µM; 370,000 tested, 1% active; AID 652017; in the data active = activation above about 7.8%;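 note: 0% = vehicle wells and 100% = reference activator wells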
hcDAF12 agonist: activates DAF-12 receptor from parasite H. contortus; activation, % at 6.8 µM; 370,000 tested, 1.4% active; HEK293 hcDAF-12 lit1-tk-luc reporter, luminescence; 0% DMSO, 100% Δ7-dafachronic acid;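 active = activation above the mean of all tested compounds plus 3 SD, cut at about 5.5% in these data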;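 note: 100% = response to 3 µM Δ7-dafachronic acid high control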
ssDAF12 agonist: activators of S. stercoralis DAF-12 nuclear receptor; HEK293 ssDAF-12/GRIP1 lit1-tk-luc reporter, luminescence; % of 3 µM dafachronic acid response; activation, % at 6.8 µM; 370,000 tested, 1% active;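 active = activation above the mean over all tested compounds plus 3 SD, cut at about 0.9% in these data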;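 note: 0% = DMSO-only wells and 100% = 3 µM delta7-dafachronic acid wells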
NPR1 activator: GC-A (human) enzyme activation. P16066. HEK293 GC-A cells, cGMP TR-FRET, EC30 ANP; 0% at EC30 ANP, 100% saturating ANP. activation, % at 10 µM. 370,000 tested, 0.14% active. AID 1671463; in the data active = activation above about 40%
hgDAF12 agonist: agonists of H. glycines DAF-12 nuclear receptor; HEK293 GAL4-hgDAF12 UAS-luciferase reporter, agonist luminescence; normalized to butyrate control; activation, % at 6.8 µM; 370,000 tested, 1.8% active;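 active = activation above a cutoff set at the mean of all screened compounds plus 3 SD, cut at about 10% in these data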;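 note: 0% = DMSO wells and 100% = sodium butyrate wells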
FXN GAA850 act: frataxin GAA850 promoter activation; activation, % at 6 µM; HEK293 lucGAA850 FXN promoter luciferase reporter, 24 h; percent of 10 µM SAHA response; 360,000 tested, 0.56% active;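 active = activation above the average of all compounds screened plus 3 SD, cutoff fixed separately per campaign, cut at about 7.5% in these data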;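 note: 0% = DMSO wells and 100% = 10 µM SAHA wells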
HGIII-sPLA2 inh: Inhibits HGIII-sPLA2 liposome hydrolysis, primary screen | Q9NZ20 | QFRET BODIPY PC-A2 liposome hydrolysis, fluorescence | inhibition, % at 12.2 µM | 370,000 tested, 0.56% active | AID 743126;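 active = inhibition above mean plus 3 SD of compounds lying within the high and low control bounds, cut at about 19% in these data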;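 note: 0% = median of test compound wells and 100% = no enzyme DMSO wells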
DAX1 inh-2: inhibits human nuclear receptor DAX1 | AID 504766 | HEK293 Gal4-DAX1 luciferase reporter, luminescence | P51843 | inhibition, % at 6.75 µM | 340,000 tested, 0.99% active;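 active = inhibition above the mean over all tested compounds plus 3 SD, cut at about 4.2% in these data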;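 note: 0% = DAX1-transfected cells with DMSO and 100% = empty-vector control cells with DMSO; inhibition shows as a rise in luminescence from relieved DAX1 repression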
The depositor's hits bear a star; . = not tested or not shown.

SMILES | GC-B act | ADAM10 inh | DAX1 inh-1 | SMARCA2 act | hcDAF12 agonist | ssDAF12 agonist | NPR1 activator | hgDAF12 agonist | FXN GAA850 act | HGIII-sPLA2 inh | DAX1 inh-2
Cc1ccc2nc(C(O)C(O)c3nc4ccc(C)cc4[nH]3)[nH]c2c1 (centres undefined) | 16 | -13 | 1.4 | 2 | 1.9 | -0.1 | 4 | 3.8 | 2.6 | -5 | 3.0
Cc1ccc(Nc2nc(-c3ccc(F)cc3)cs2)nc1 | -8 | -5 | 1.6 | 0 | 18* | 2.7* | 10 | 14* | 5.0 | 9 | 6.4*
O=[N+]([O-])c1c(-c2cn[nH]c2)n[nH]c1-c1cn[nH]c1 | -1 | 1 | 0.0 | -2 | 0.5 | -1.7 | 0 | -0.1 | -1.0 | 4 | 0.4
Cc1ccc2c(c1)Oc1ccc(NC(=O)CCl)cc1C(=O)N2 | 4 | -2 | -4.0 | -7 | -5.9 | -1.4 | 11 | -12 | -8.9 | 2 | -3.6
S=C1NC2(CCCCC2)Cc2ccccc21 | -3 | -8 | -0.9 | -2 | -1.0 | -1.1 | 3 | 1.7 | 2.2 | 21* | -0.1
CCOc1ccc(NC(=O)CSc2nnc(C3CC3)n2C)cc1S(=O)(=O)N1CCCCC1 | -7 | -5 | -0.6 | -4 | -0.4 | -1.3 | -1 | -0.1 | -2.0 | 11 | -0.7
Cc1cc(C)n(CCN(C)C(=O)C2CCC(=O)N(CCc3cccc(F)c3)C2)n1 (centres undefined) | 3 | -2 | -0.3 | 0 | 1.1 | -1.0 | 2 | 1.7 | 3.5 | 3 | 0.1
COC(=O)/C=C(\Oc1ccccc1)C1(O)CCCCC1 | -8 | 1 | -0.2 | -1 | -0.9 | -1.0 | -2 | 0.1 | 3.2 | 0 | -0.4
CC(C)CCN1CCN(Cc2cccn2-c2ccc(Cl)cn2)CC1CCO (centres undefined) | -2 | -13 | -0.2 | -3 | -0.4 | -1.1 | -4 | -2.6 | 2.2 | -1 | -0.7
Cc1cccc(NC(=O)CSc2nnc(CNC(=O)c3ccco3)n2C)c1 | 0 | -4 | -0.1 | -4 | -0.8 | -1.2 | -3 | -3.4 | 0.6 | 14 | 0.6
C/C(CC(=O)Nc1ccc(N(C)C)cc1)=N\NC(=O)c1ccc(Cl)cc1Cl | -3 | 6 | 0.5 | -3 | -1.1 | 0.1 | -4 | 0.0 | -0.7 | 5 | 1.3
COc1ccc(C2=NOC(C(=O)Nc3ccc4c(c3)OCO4)C2)cc1 (centres undefined) | -1 | 22* | 0.1 | 1 | 3.5 | -1.0 | 0 | 1.4 | -0.5 | 4 | -0.1
O=C(O)C1=C[C@H](c2ccc(C(F)(F)F)cc2)C[C@H](OCc2ccc(CO)cc2)O1 | 0 | -6 | -0.4 | 1 | 0.2 | -0.4 | -2 | 1.4 | 0.1 | -7 | -0.4
CN(CC(=O)NC1CCCCCCC1)S(=O)(=O)c1cccc2cccnc12 | 10 | 5 | -0.1 | -2 | -0.2 | -2.1 | 4 | -0.4 | 1.7 | 4 | 1.7
CC(C)CC1=NN(C(=O)c2ccncc2)C(O)(C(F)(F)F)C1 (centres undefined) | 1 | 5 | 0.5 | 1 | -1.4 | -1.2 | -1 | 0.6 | -0.5 | 0 | -1.0
CC(C)N1CCN(Cc2ccc(-c3ccccc3)cc2)CC1CCO (centres undefined) | 8 | -8 | 0.2 | 0 | -1.1 | -1.5 | 6 | -1.7 | 1.0 | 2 | 0.9
COc1ccc(N(C=O)C(C(=O)Nc2c(C)cccc2C)c2ccccc2)cc1 (centres undefined) | -2 | -4 | 0.6 | 1 | -0.7 | -1.7 | 0 | -1.4 | -0.7 | -1 | 0.2
O=C(Nc1ccc(Cl)cc1)C1Cc2c(-c3ccccc3Oc3ccccc3)ccnc2O1 (centres undefined) | -2 | 11 | 0.8 | -5 | -2.1 | -1.9 | -2 | -0.6 | 0.0 | -16 | .
O=C(O)CC(NC(=O)C12CC3CC(CC(C3)C1)C2)c1cccc([N+](=O)[O-])c1 (centres undefined) | -4 | 5 | -0.1 | 3 | -1.2 | -1.2 | 2 | -1.1 | -0.6 | -2 | 0.8
O=S(=O)(/N=C(/Nc1cccnc1Cl)c1ccccc1)c1ccccc1 | 9 | -14 | -3.9 | 0 | -2.3 | -0.4 | 2 | -1.2 | 3.5 | 3 | -0.1
CC1Cc2ccccc2N1C(=O)Cn1c(=O)oc2cc(S(=O)(=O)NC3CCCC3)ccc21 (centres undefined) | -2 | 1 | 0.1 | -2 | -1.4 | -1.1 | 16 | -1.6 | -1.1 | -17 | -0.5
CCOc1cc(S(=O)(=O)N2CCN(c3ccc(F)cc3)CC2)c(OCC)cc1-n1cnnn1 | -15 | 1 | -0.2 | -3 | -1.6 | -1.5 | -27 | 1.2 | 1.4 | 5 | -0.7
Cc1[nH]c2ccccc2c1C(=O)C(=O)Nc1ccc2c(c1)OCCO2 | 2 | -1 | 1.7 | 5 | -0.1 | -1.2 | 6 | 3.5 | 1.2 | -9 | -0.2
O=C1c2ccccc2N2C(=O)c3ccccc3[C@H]2N1c1ccccc1 | 10 | -1 | -1.6 | 1 | -1.2 | -1.7 | 5 | -1.0 | 0.0 | -1 | -1.5
O=C1C=CN(C2OC(CO)C(O)C2O)C(=O)C1 (centres undefined) | 3 | 3 | -1.6 | 0 | -1.6 | -0.6 | 1 | -7.5 | -2.3 | -3 | -0.6
CSc1cccc(NC(=O)C2CCN(S(=O)(=O)c3cnc[nH]3)CC2)c1 | -2 | 5 | -0.6 | -3 | 0.3 | -1.3 | 2 | -1.1 | 1.8 | -14 | 0.8
O=C(Nc1cccc(-c2nc3ncccc3o2)c1)c1cc2ccccc2o1 | -6 | 12 | -1.1 | 3 | -1.5 | -1.1 | -3 | -1.3 | 0.1 | -19 | -1.7
O=C(CN(C(=O)c1csnn1)c1ccccc1F)NC1CCCCC1 | 0 | 2 | 0.2 | -1 | -0.6 | -1.0 | -2 | 2.2 | -0.5 | -3 | 1.7
Cc1ccc2c(=O)n3c(nc2c1)C(CC(C)C)NC(=O)c1ccc(Cl)cc1-3 (centres undefined) | -13 | -1 | -0.5 | 0 | -0.2 | -1.4 | -5 | 0.3 | . | 2 | .
COc1ccc(F)c(CN2CCCC(CNS(=O)(=O)c3cccc4cccnc34)C2)c1 (centres undefined) | 0 | -2 | -0.1 | -2 | 0.9 | -0.8 | -1 | 0.8 | 0.1 | -12 | 0.0
CC(=O)N1CC(C)Sc2ccc(S(=O)(=O)N3CCCCC3)cc21 (centres undefined) | 2 | 6 | -0.2 | -1 | -1.8 | -0.8 | 6 | -2.6 | -0.9 | 0 | -0.5
CC(Sc1nnc(Cn2c(=O)sc3ccccc32)n1C)c1ccccc1 (centres undefined) | 0 | -13 | 0.8 | -1 | 2.2 | -1.5 | -4 | 0.0 | -2.4 | -4 | -0.2
O=C(Nc1ccccc1C(=O)NCc1ccccc1)c1ccccc1Br | 5 | 7 | -1.2 | -2 | -2.7 | -1.2 | -3 | -1.1 | -0.1 | -19 | -0.2
CC(=O)c1ccccc1OCCOc1ccccc1C(C)=O | 2 | 2 | 0.1 | -2 | -1.8 | -1.3 | -7 | 0.7 | 1.3 | -1 | 0.3
COC(=O)C=CSC(=S)C1CCCC1=N (centres undefined) | 4 | -7 | 0.5 | 2 | 2.6 | -0.6 | 5 | 7.5 | 1.4 | 16 | 2.7
CCCN(CC(=O)Nc1ccc(NC(C)=O)cc1)CC(=O)Nc1ccc(F)c(F)c1F | 8 | -6 | -0.7 | -4 | -2.8 | -1.4 | 2 | -0.6 | -2.9 | 1 | 4.6*
CCOc1ccc(N2C(=O)CC(n3nc(C)cc3C)C2=O)cc1 (centres undefined) | -1 | 4 | 0.3 | 2 | -1.7 | -0.8 | 3 | -0.4 | -0.6 | 0 | 2.2
CC1=C(C)CC(C(=O)NCCc2ccccc2)C(C(=O)O)C1 (centres undefined) | -2 | -9 | 0.3 | -2 | 1.0 | -0.8 | 4 | 0.4 | 1.8 | 1 | -0.4
O=C(NC1CCCC1)c1nc(-c2c(F)cccc2F)oc1-c1ccccc1 | 0 | -1 | 0.5 | -3 | 1.2 | -0.9 | 2 | 2.9 | . | 2 | .
O=C(Nc1ccccc1N1CCCC1)c1cc(=O)[nH]c2ccccc12 | -2 | -6 | -2.1 | 1 | 1.1 | -0.9 | -4 | -1.2 | -0.4 | -2 | 1.1

Arranged by molecular weight (ascending): some entries from above.
SMILES | GC-B act | ADAM10 inh | DAX1 inh-1 | SMARCA2 act | hcDAF12 agonist | ssDAF12 agonist | NPR1 activator | hgDAF12 agonist | FXN GAA850 act | HGIII-sPLA2 inh | DAX1 inh-2
O=C1C=CN(C2OC(CO)C(O)C2O)C(=O)C1 (centres undefined) | 3 | 3 | -1.6 | 0 | -1.6 | -0.6 | 1 | -7.5 | -2.3 | -3 | -0.6
CC(=O)c1ccccc1OCCOc1ccccc1C(C)=O | 2 | 2 | 0.1 | -2 | -1.8 | -1.3 | -7 | 0.7 | 1.3 | -1 | 0.3
CC1=C(C)CC(C(=O)NCCc2ccccc2)C(C(=O)O)C1 (centres undefined) | -2 | -9 | 0.3 | -2 | 1.0 | -0.8 | 4 | 0.4 | 1.8 | 1 | -0.4
O=C(Nc1ccccc1N1CCCC1)c1cc(=O)[nH]c2ccccc12 | -2 | -6 | -2.1 | 1 | 1.1 | -0.9 | -4 | -1.2 | -0.4 | -2 | 1.1
O=C(Nc1cccc(-c2nc3ncccc3o2)c1)c1cc2ccccc2o1 | -6 | 12 | -1.1 | 3 | -1.5 | -1.1 | -3 | -1.3 | 0.1 | -19 | -1.7
CC1Cc2ccccc2N1C(=O)Cn1c(=O)oc2cc(S(=O)(=O)NC3CCCC3)ccc21 (centres undefined) | -2 | 1 | 0.1 | -2 | -1.4 | -1.1 | 16 | -1.6 | -1.1 | -17 | -0.5

Next section
SMILES | GC-B act | ADAM10 inh | DAX1 inh-1 | SMARCA2 act | hcDAF12 agonist | ssDAF12 agonist | NPR1 activator | hgDAF12 agonist | FXN GAA850 act | HGIII-sPLA2 inh | DAX1 inh-2
COC(=O)c1ccc(CNC(=O)c2ccc(OC)c(S(=O)(=O)NC3CC3)c2)cc1 | -1 | 2 | 2.1 | -3 | 0.0 | -0.7 | -3 | 0.2 | -1.2 | 1 | 1.5
CCNC(=O)COc1cccc(C(=O)NCc2ccccc2)c1 | 4 | -4 | 0.8 | -3 | 1.4 | -1.4 | 0 | 3.3 | 2.1 | 14 | -0.2
Cc1ccc(C(C(=O)NC2CCCC2)N(C(=O)Cc2cccs2)c2ccc3c(c2)OCCO3)cc1 (centres undefined) | -4 | 15 | 0.2 | -3 | 0.2 | -1.1 | -12 | 0.4 | 0.0 | -2 | -0.4
O=C(CN1C(=O)c2cccc3cccc(c23)C1=O)N1CCN(Cc2ccc3c(c2)OCO3)CC1 | 1 | -215 | -0.3 | -3 | -0.7 | -1.8 | 3 | 1.6 | 0.1 | -9 | 1.3
CCN(C(=O)CCS(=O)(=O)c1ccc(Br)cc1)c1ccc2c(c1)OCO2 | -12 | 9 | -0.5 | 1 | -0.5 | -1.0 | -5 | -1.0 | -0.7 | -5 | 1.1
